Screens from PubChem.
IMPase cell inh: qHTS Assay for Identifying the Cell-Membrane Permeable IMPase Inhibitors | CHO-M1 cells, IP1 accumulation, HTRF TR-FRET ratio | Inositol monophosphatase 1 (Rattus norvegicus), P97697 | AID 901, 2007 | 120,000 tested, under 10 active | inhibition (IP1 accumulation), % at 46.1 µM; active means well fitted curve in the direction sought with a large enough effect in the signal ratio, not every such curve was filed as active; inconclusive means small, poorly fitted or top-dose-only effect, or a change in a side signal; inactive means no such curve, though single readings can be large or run the other way; the % refers to the signal ratio;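 further: cells stimulated with carbachol in lithium chloride buffer; plate controls were DMSO basal wells for no effect and reference inhibitor wells for full effect; higher means more IMPase inhibition seen as more IP1 and lower FRET ratio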
Target sequence (P97697 whole entry, looked up): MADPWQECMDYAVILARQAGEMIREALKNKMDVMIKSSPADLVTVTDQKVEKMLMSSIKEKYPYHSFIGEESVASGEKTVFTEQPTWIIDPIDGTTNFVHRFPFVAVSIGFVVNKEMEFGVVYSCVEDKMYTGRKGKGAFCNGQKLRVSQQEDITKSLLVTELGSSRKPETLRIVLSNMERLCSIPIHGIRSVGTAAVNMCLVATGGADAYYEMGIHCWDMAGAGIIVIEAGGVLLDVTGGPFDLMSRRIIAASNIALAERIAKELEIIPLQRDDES
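CHO-M1 cells (CHO stably expressing M1 receptor), compound up to 46 uM final, stimulated with carbachol (50 uM as added) in buffer with 50mM LiCl, pH 7.4, 30 min at 37C. Cytosolic IP1 read by TR-FRET; AC50 from Hill fits.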
PNC inhibitor: High Content Assay for Compounds that inhibit the Assembly of the Perinucleolar Compartment; AID 2417, 2010; activity change (PNC), negative = inhibition, % at 10 µM; PC3M PTB-GFP, PNC prevalence imaging, 16 h; active compounds read low; 3.1% of 140,000 active;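 active means readout at or below -70, meaning at least 70% loss of cells showing the perinucleolar compartment, a nuclear body marking cancer cells; inconclusive means readout between -30 and a set limit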;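 further: plate controls were DMSO wells for no effect and camptothecin positive control wells for full effect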
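PC3M cells stably expressing PTB-GFP, 750–1000 cells/well, treated 16 h at 37 °C with compound (23 nl of library stock), in duplicate. After paraformaldehyde fixation and Hoechst stain, imaged at 20x; PNC prevalence scored by image analysis.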
ALOX12 inhib: qHTS Assay for Inhibitors of 12-hLO (12-human lipoxygenase) | Polyunsaturated fatty acid lipoxygenase ALOX12 (Homo sapiens), P18054 | purified 12-hLO, xylenol orange hydroperoxide absorbance | Potency, µM (top dose mostly 57.1 µM), for inactives: top-dose activity change, negative = inhibition, hits mostly inhibitors | 0.12% of 150,000 active; further: potency means the concentration at half of the fitted maximal effect; nearly all actives have a fitted effect of over 55% in size; many of its hits are not listed in these tables
Target sequence (P18054 whole entry, looked up): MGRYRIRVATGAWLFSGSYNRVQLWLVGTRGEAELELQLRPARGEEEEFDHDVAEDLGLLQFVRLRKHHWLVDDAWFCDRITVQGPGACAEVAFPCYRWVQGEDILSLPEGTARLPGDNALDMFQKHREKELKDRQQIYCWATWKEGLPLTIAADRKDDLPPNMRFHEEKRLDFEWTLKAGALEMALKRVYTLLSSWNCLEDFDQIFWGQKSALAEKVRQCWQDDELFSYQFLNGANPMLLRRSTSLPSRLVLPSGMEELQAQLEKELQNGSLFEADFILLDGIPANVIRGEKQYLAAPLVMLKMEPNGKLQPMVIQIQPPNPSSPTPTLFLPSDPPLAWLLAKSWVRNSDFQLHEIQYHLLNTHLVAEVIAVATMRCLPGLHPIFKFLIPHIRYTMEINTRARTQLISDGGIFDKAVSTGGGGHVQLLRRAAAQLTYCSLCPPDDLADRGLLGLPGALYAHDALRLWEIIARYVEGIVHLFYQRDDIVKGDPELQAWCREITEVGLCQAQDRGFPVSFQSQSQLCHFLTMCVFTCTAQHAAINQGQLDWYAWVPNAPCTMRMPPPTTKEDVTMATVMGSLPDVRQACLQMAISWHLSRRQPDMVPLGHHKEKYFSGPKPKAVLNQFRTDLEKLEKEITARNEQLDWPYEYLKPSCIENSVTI
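Lipoxygenase turnover measured by absorbance at 573 and 405 nm after Fe-XO development. Human 12hLO 150 nM, arachidonate 40 uM, pH 7.0 Hepes buffer with detergent; 15 min compound preincubation, 30 min reaction.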
15-hLO-2 inh: qHTS Assay for Inhibitors of 15-hLO-2 (15-human lipoxygenase 2). Polyunsaturated fatty acid lipoxygenase ALOX15B (Homo sapiens), O15296. purified 15hLO-2, xylenol orange hydroperoxide absorbance. Potency, µM (doses to about 57.1 µM), for inactives: top-dose activity change, negative = inhibition, most hits filed as inhibitors. 0.56% of 110,000 active. AID 881, 2007; further: potency means the concentration at half of the fitted maximal effect; nearly all actives have a fitted effect of over 60% in size; many of its hits are not listed in these tables
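Purified human 15hLO-2 (50 nM final) preincubated with compounds 15 min at room temperature in 25 mM Hepes pH 7.5, 0.01% Triton X-100, then 45 uM arachidonic acid added for 90 min; hydroperoxide detected via ferrous/xylenol orange, 573/405 nm absorbance ratio.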
* hit, by the source's call; ? = inconclusive; . = no result given; [ ] = dose if it differs, or a comment. Unless noted, the call rests on the fitted dose curve; in most records, active means well fitted curve in the direction sought with a large enough effect; inconclusive means small, poorly fitted or top-dose-only effect, or another doubt; inactive means no such curve, though single readings can be large; an effect the other way counts as inactive or inconclusive. Unless noted, on the % scale 0 is the no-effect control and ±100 the full control effect. Some of the compounds tested; the hit share may differ from the screen's.

SMILES	IMPase cell inh	PNC inhibitor	ALOX12 inhib	15-hLO-2 inh
CCCc1nc(SCC(=O)Nc2cc(C)on2)c2ccccc2n1	-20	17	-4%	5%
O=C(CSc1oc(-c2cccs2)nc1S(=O)(=O)c1ccc(F)cc1)NCC1CCCO1 (stereo not drawn)	0	31	-8%	5%
O=C(O)[C@H]1[C@H](C(=O)O)[C@H](C(=O)O)C[C@@H]1C(=O)O	.	.	0%[11.4 µM]	-5%[11.4 µM]
O=C(CC(Nc1cccc(Cl)c1Cl)C(=O)OCC(=O)c1cccs1)c1ccccc1 (stereo not drawn)	-5	-20	-3%	.
CC1CCC(NC(=O)c2ccc3nc[nH]c3c2)CC1 (stereo not drawn)	6	?	-7%	10%
COc1ccc(C(=O)N2CCC3(CCCN(c4ncccn4)C3)CC2)cc1	.	.	0%	7%
Cc1ccccc1OCc1nnc(SCC(=O)N2c3ccccc3Sc3ccc(Cl)cc32)o1	?	-20	1%	-7%
CCOC(=O)NC(CC(=O)O)c1ccc(OC)c(OC)c1 (stereo not drawn)	6	-28	-2%	-5%
COCCn1c(-c2ccco2)nc2nc3ccccc3nc21	-18	?	-11%	6%[2.29 µM]
CC(C)n1c(=S)[nH]c2ccccc21	1	-19	-1%	-11%
CCCn1nc(NS(=O)(=O)c2ccccc2)c2cc3ccccc3nc21	1	11	-13%	-10%
CC1(C)Cc2ccccc2C(=C(C#N)C#N)N1	.	?	1%	.
COc1ccccc1OCc1nnc(SCC(=O)N2CCCCC2)n1-c1ccccc1	3	-3	0%	-6%
COc1cc(-c2nnc(COC(=O)CSc3cc(C)c4ccccc4n3)o2)cc(OC)c1OC	4	-22	3%	-4%
CCCCNC(=O)[C@H](Cc1c[nH]c2ccccc12)NC(=O)c1ccccc1Cl	.	20	0%	.
O=C(CCn1c(=S)[nH]c2ccccc2c1=O)NCC1CCCO1 (stereo not drawn)	4	36	7%	9%[2.29 µM]
CCOC(=O)c1cc(CC)sc1NC(=O)c1ccc(N2CCOCC2)c([N+](=O)[O-])c1	?	-25	-6%	7%
NC(=O)C1(N2CCCCC2)CCN(c2nc(-c3ccc(Br)cc3)cs2)CC1	5	?	1%	1%
O=C(CSc1nnc(CNc2cccc(Cl)c2)o1)OC1CCCCC1	-5	64	-6%	-9%
CCN(CC(=O)Nc1ccccc1OC)C(=O)Cn1cnc2ccccc2c1=O	-1	-24	-6%	-9%
N#Cc1cc2c(nc1SCC(=O)Nc1nccs1)CCCCC2	?	?	-3%	0%
COc1ccccc1CC(=O)Nc1cc(Cl)ccc1O	9	-19	-7%	-17%
COc1ccc2cc(C(=O)COC(=O)COc3ccc4c(C)cc(=O)oc4c3)ccc2c1	.	70	1%	.
CC1CCC(NC(=O)c2ccc(/C=C3\Oc4ccccc4N(C)C3=O)cc2)CC1 (stereo not drawn)	3	?	0%	.
CCOC(=O)C(C)Sc1nnc(-c2ccccc2O)n1-c1ccc(C)cc1 (stereo not drawn)	12	12	-26%	-6%
O=C1Nc2ccc([N+](=O)[O-])cc2C1(O)N1CCCCC1 (stereo not drawn)	-3	7	0%	-23%
CN1/C(=C\C(=O)CSc2nnc(N)s2)C(C)(C)c2ccccc21	.	4	-2%	.
CCOC(=O)C1CCN(c2c(N3CCN(c4ccccc4OC)CC3)c(=O)c2=O)CC1	-3	-82*	2%	.
O=C(/C=C/Nc1ccc(F)c(F)c1)c1ccc(Br)cc1	.	-29	-5%	.
C/C(=N\NC(=O)c1ccc(NS(=O)(=O)c2cccs2)cc1)c1ccc(C(C)(C)C)cc1	1	1	-1%	.
COc1ccc(-c2ccc(-c3noc(-c4ccccc4)n3)c(OC)n2)cc1	5	9	0%	-9%
Cc1ccccc1Cn1c(=N)n(CC(=O)c2ccco2)c2ccccc21	11	?	-7%	20%
O=C(Cn1c(=O)n(CCC(=O)N2CCc3ccccc3C2)c(=O)c2ccccc21)NCC1CCCO1 (stereo not drawn)	-4	-1	0%	2%
O=C(CN1CCN(c2ccccn2)CC1)N1CCc2ccccc21	-1	?	0%	.
CS(=O)(=O)N1CCC(C(=O)Nc2ccccc2Sc2ccccc2)CC1	-1	24	1%	-1%
Cc1cc(NC(=O)c2ccc(NC(=O)CC(C)C)cc2)no1	-1	-6	11%	0%
CCc1ccc(OCC(=O)Nc2ccc(CN3CCCCC3)cc2)cc1	.	31	8%	.
Cn1c(=O)n(Cc2ccco2)c(=N)c2c3c(sc21)CCC3	23	12	-7%	-3%
COc1cccc(/C=C/C(=O)OCC(=O)Nc2cccc(S(=O)(=O)N3CCCCC3)c2)c1OC	.	-4	0%	.
COc1ccc(CC(=O)N/N=C/c2cccn2-c2ccc([N+](=O)[O-])cc2)cc1OC	1	-29	-1%	.
O=C(O)C[C@@H](C(=O)O)c1ccccc1[N+](=O)[O-]	.	.	6%[11.4 µM]	-7%[11.4 µM]
CC(NS(=O)(=O)c1ccc(OCC(=O)N2CCOCC2)c(Cl)c1)c1ccccc1 (stereo not drawn)	6	-5	-4%	-3%
O=C(NC1CCCCCCC1)c1ccccc1-c1ccccc1	.	-113*	1%	.
Cc1cc(C)n(-c2nc(NCC3CCCO3)c3c4c(sc3n2)COC(C)(C)C4)n1 (stereo not drawn)	5	-16	14%	32%[activator]
COC(=O)CCC(=O)Nc1cc(S(=O)(=O)Nc2ccc(Cl)cc2)ccc1N1CCOCC1	3	?	-21%	.
O=C(NC1CCCCC1)C1CCCN1C(=O)NCc1ccccc1 (stereo not drawn)	7	27	-1%	7%
CC(=O)OC[C@H]1O[C@@H](n2ncc(=O)[nH]c2=O)[C@H](OC(C)=O)[C@@H]1OC(C)=O	.	?	-4%	-1%[0.0915 µM]
C[C@@H]1C[C@H](OC(=O)c2ccccc2O)CC(C)(C)C1	0[20.6 µM]	.	0%[25.6 µM]	5%[25.6 µM]
CC1CCN(CC(=O)Nc2ccccc2C#N)CC1	-10	-9	-1%	-2%
CC(=C/c1ccco1)/C=N/NC(=O)CSc1nnc(SCc2ccc(C)cc2)s1	.	22	-2%	.
CCNC(=O)COC(=O)CCC(=O)c1cccs1	.	-5	6%	.
Cc1ccnc(NCn2nnc3ccccc32)c1	0	71	2%	.
CCCCCCCN(C(=O)CCl)c1ccccc1C	14	?	-4%	.
COC(=O)c1[nH]c2ccccc2c1NS(=O)(=O)c1ccc(OC)cc1OC	3	2	2%	3%
Cc1cc(NCc2ccco2)nc2cc(O)ccc12	-18	-11	3%	.
CCN(CC)C(=O)c1ccc(/C=C/c2c[nH]c3ccccc23)[n+](C)c1	.	58	-10%	.
O=C1COc2ccc(C(=O)CSc3nnnn3-c3ccccc3)cc2N1	-7	?	-7%	-13%
C=CCN1C(=O)N/C(=C/c2ccc(C)o2)C1=O	.	?	-6%	.
Cc1c(C)c2c(c(C)c1O)CC[C@@](C)(CN1CCN(c3cc(N4CCCC4)nc(N4CCCC4)n3)CC1)O2	-7	.	-13%	-28%
N/C(=N\OC(=O)COc1ccc(Br)cc1)c1ccncc1	.	-102*	-3%	.
Other records:
SMILES	IMPase cell inh	PNC inhibitor	ALOX12 inhib	15-hLO-2 inh
O=C(COc1ccc(Cl)cc1Cl)Nc1ccc(Cl)cn1	8	23	-5%	3%
C=CCn1c(SCC(=O)c2ccc(Br)cc2)nnc1C(CC(C)C)NC(=O)c1cccs1 (stereo not drawn)	-2	-5	1%	33%[activator]
CCc1ccc2c(c1)c1nc(C)sc1n2CC(=O)OC	10	?	-3%	3%
Cc1nc2ccccc2c(=O)n1/N=C/c1ccccc1	4	7	2%	-7%
O=C(NC1=NCCS1)c1ccc(-c2ccc(Cl)cc2)o1	-2	20	-8%	26%
O=C(Nc1ccc(F)cc1)NC1(C(=O)NCc2cccs2)CCCCC1	2	16	2%	4%
N=C1C(c2ccccc2)=C(O)CN1c1cccc(S(=O)(=O)Nc2cccc(C(F)(F)F)c2)c1	.	47	0%	.
CCOC(=O)c1nc(Nc2ccc(C(=O)O)cc2)c2ccccc2n1	-5	?	-8%	-5%
Cc1nn(C)c(C)c1NC(=O)c1ccc(S(=O)(=O)N(C)C)cc1	10	?	-2%	-1%
Cc1ccc(CNc2ccc(N3C(=O)CC(C)C3=O)cc2[N+](=O)[O-])cc1 (stereo not drawn)	.	-15	-5%	.
COc1ccc2c(=O)c(OC)c(-c3ccccc3)oc2c1	.	.	-13%	0%
CCOc1ccc(NC(=O)CCNS(=O)(=O)c2ccc(Br)s2)cc1	8	-29	-4%	2%
COC(=O)Cn1cc(C(=O)c2cccs2)c2ccccc21	-8	43	-5%	-1%
Cc1ccc(S(=O)(=O)c2c(N)n(CCCO)c3nc4ccccc4nc23)cc1	-1	-20	-19%	-12%
COc1ccc(Cn2nnnc2C(c2cccs2)N2CCN(c3ccc([N+](=O)[O-])cc3)CC2)cc1 (stereo not drawn)	-6	34	-7%	-9%
Cn1c(=O)[nH]c(=O)c2c1nc(SCCN1CCCCC1)n2Cc1ccccc1	6	?	-3%	-1%[2.29 µM]
COc1cccc(OC)c1C(=O)N1CCN(Cc2ccccc2C(F)(F)F)CC1	15	-2	-8%	-16%
CC1=C(C#N)C(C)C2=C(CC(C)(C)CC2=O)N1 (stereo not drawn)	-10	?	2%	-4%
Cn1nnnc1SCc1ccc(C(=O)Nc2ccccc2F)cc1	14	-4	2%	2%
COc1ccccc1NS(=O)(=O)c1cc([N+](=O)[O-])ccc1N/N=C/c1c[nH]c2ccccc12	10	-2	-14%	-22%
COc1ccccc1-c1nc(NCCNC(C)=O)c2ccccc2n1	.	.	-2%	1%
COC(=O)c1c[nH]n2c(=O)c(Cc3ccc(F)cc3Cl)c(C)nc12	-13	13	-1%	-4%
O=C(NCc1ccc2c(c1)OCO2)c1ccc(N2CCCC2=O)cc1	-1	54	0%	-7%
CCOc1ccc2c(c1)-c1c(ssc1=S)C(C)(C)N2	10	?	?	?

An excerpt from the list above, for reference:
SMILES	IMPase cell inh	PNC inhibitor	ALOX12 inhib	15-hLO-2 inh
CC(NS(=O)(=O)c1ccc(OCC(=O)N2CCOCC2)c(Cl)c1)c1ccccc1 (stereo not drawn)	6	-5	-4%	-3%
O=C(NC1CCCCCCC1)c1ccccc1-c1ccccc1	.	-113*	1%	.
Cc1cc(C)n(-c2nc(NCC3CCCO3)c3c4c(sc3n2)COC(C)(C)C4)n1 (stereo not drawn)	5	-16	14%	32%[activator]

Next compounds:
SMILES	IMPase cell inh	PNC inhibitor	ALOX12 inhib	15-hLO-2 inh
Cc1cccc(N2CCN(C(c3ccccc3)c3nnnn3CC3CCCO3)CC2)c1C (stereo not drawn)	7	20	-2%	12%
O=C(O)COc1ccc(C(=O)Cc2ccc3c(c2)OCCCO3)c(O)c1	3	-14	-16%	0%
Cc1ccc(C)c(NC(=O)CSc2nc3ccc(N4C(=O)c5ccccc5C4=O)cc3s2)c1	.	-19	-1%	.
CCc1c(-c2n[nH]c(=S)n2Cc2ccccc2)csc1C	.	?	?	.
COc1ccc2cccc(N3CCN(CCNC(=O)c4ccc(F)cc4)CC3)c2c1	3	.	-26%	47%[activator]
COc1ccc(C2=NO[C@@H]3[C@@H]4C[C@@H]([C@H]5C(=O)N(c6ccc7c(c6)OCO7)C(=O)[C@@H]45)[C@H]23)cc1OC	4	59	-3%	.
COc1ccc(/C=C/C(=O)OCC(=O)c2c(C)[nH]c3ccccc23)cc1OC	.	74	-1%	.
Cc1ccc(-n2c(SCC(=O)Nc3ccc4cn[nH]c4c3)nnc2-c2ccco2)cc1	9	-15	-7%	4%

Copied from the list.
Reading of `CCNC(=O)COC(=O)CCC(=O)c1cccs1` in ALOX12 inhib: 6%
Reading of `N=C1C(c2ccccc2)=C(O)CN1c1cccc(S(=O)(=O)Nc2cccc(C(F)(F)F)c2)c1` in ALOX12 inhib: 0%
